Source: PubChem
S1P3 agonist: agonists of human S1P3 receptor. S1P3 NFAT-BLA reporter cells, agonism, FRET ratio; relative to 1 µM S1P, basal subtracted. Q99500. AID 373. 0.1% of 60,000 active. activation, % at 4.5 µM;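 active means activation above the screen-wide mean plus 3 SD, cut at about 4.5% in these data, passing the limit was not always enough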; further: some compounds called inactive have numbers as strong as hits
Target sequence (Q99500 whole entry, looked up): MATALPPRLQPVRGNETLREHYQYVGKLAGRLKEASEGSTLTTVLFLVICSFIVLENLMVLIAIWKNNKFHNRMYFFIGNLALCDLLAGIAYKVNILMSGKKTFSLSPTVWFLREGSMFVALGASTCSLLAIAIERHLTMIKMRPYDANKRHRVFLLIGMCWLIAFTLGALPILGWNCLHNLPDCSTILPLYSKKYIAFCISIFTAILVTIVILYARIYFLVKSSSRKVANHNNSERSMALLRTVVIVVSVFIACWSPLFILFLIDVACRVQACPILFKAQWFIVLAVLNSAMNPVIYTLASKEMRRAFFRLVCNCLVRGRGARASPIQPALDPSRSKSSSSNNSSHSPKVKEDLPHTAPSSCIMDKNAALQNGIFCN
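Material: Human S1P3 NFAT-BLA reporter CHO cells | Incubation: Overnight plating, 4 h compound 37 °C, 2 h substrate RT | Signal: FRET β-lactamase substrate fluorescence, excitation 405 nm, 460/535 nm emission ratio, background-subtracted | Compound: 4.5 µM final, single dose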
HEK293 NFkB inh: inhibitors of the PMA/ionomycin-induced NF-kB reporter in HEK293 cells | HEK-293 NF-kB luciferase reporter, luminescence | 0.21% of 62,000 active | inhibition, % at 3 µM | AID 465;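 active means inhibition above the mean of all tested compounds plus 3 SD, cut at about 40% in these data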;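 further: 0% = stimulated DMSO wells and 100% = 10 µM reference inhibitor 5653914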
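Reagent: PMA plus ionomycin mix as NF-kB-activating stimulus. Assay system: NF-kB luciferase reporter HEK-293 cells. Technique: luminescence from luciferase substrate reagent. Incubation: 1 h compound pre-incubation, 16 h PMA/ionomycin at 37 °C. Benchmarks: DMSO only as uninhibited control, 10 µM reference inhibitor as full inhibition. Repeats: tested once.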
Ec RNAP inh: blocks E. coli RNA polymerase transcription | P0A8V2 | fluorescence transcription assay | inhibition, %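 (tested at 10 µM)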 | 0.2% of 62,000 active; in the data active means inhibition above about 20%;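 further: 0% = enzyme without compound and 100% = no enzyme blank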
M1 ag: activates the M1 muscarinic receptor | CHO-M1 cells, Fluo-4 calcium fluorescence, agonist mode; stronger effect = higher value | B-score at 10 µM | 3% of 64,000 active;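 active means fluorescence rise, raw or as B-score row- and column-corrected plate score, outside the 99.7% band of its plate's samples, either direction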
S1P1 ag-PAM: S1P1 (human) agonism or agonism potentiation; P21453; 0.57% of 56,000 active; S1P1 CRE-bla cells, forskolin, beta-lactamase FRET, potentiator mode; S1P1 agonist co-added at EC20, 2 nM; 100% = saturating reference agonist, 0% = basal; activation, % at 9.5 µM;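 active means activation above a cutoff set at the mean activation of all tested compounds plus 3 SD, cut at about 54% in these data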;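 further: forskolin at 4 µM as EC80 and the EC20 agonist is SEW2871; 100% = SEW2871 at its EC100 plus forskolin at EC80; some compounds past the cut are filed as inactive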
Jurkat tox 60K: cytotoxic compounds reducing Jurkat cell viability. 1.2% of 56,000 active. Jurkat E6.1 viability, ATP luminescence, 48 h. inhibition, % at 4 µM;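 active means inhibition above the mean inhibition of all tested compounds plus 3 SD, cut at about 28% in these data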
D1 allo mod: allosteric modulators of human D1 dopamine receptor | P21728 | HEK293 D1, CRE-luciferase, dopamine EC30 potentiation; actives deviate in either direction | B-score at 10 µM | 5.9% of 58,000 active | AID 641;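 active means luminescence count or its row- and column-corrected plate score outside the 99.7% band of the plate's sample wells, on either side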
M1 antag: M1 muscarinic receptor (rat) antagonism | CHO-M1 cells, Fluo-4 calcium, ACh EC80 antagonist mode; stronger effect = lower value | B-score at 10 µM | 3.4% of 64,000 active | AID 628;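 active means calcium fluorescence response, raw or row-and-column corrected B-score, differing from the plate sample mean either way at a set confidence level, mostly lower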
TNAP act DEA: human TNAP activation, intermediate phosphate acceptor | P05186 | purified TNAP, CDP-star luminescence, 100 mM DEA, 30 min; stronger effect = higher value; scale: 0 levamisole-inhibited, 1 vehicle-only enzyme | activation factor at 20 µM | 64,000 tested, under 10 active | AID 813;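 active means activation factor of at least 2 at 20 µM, relative to controls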
Target sequence (P05186 whole entry, looked up): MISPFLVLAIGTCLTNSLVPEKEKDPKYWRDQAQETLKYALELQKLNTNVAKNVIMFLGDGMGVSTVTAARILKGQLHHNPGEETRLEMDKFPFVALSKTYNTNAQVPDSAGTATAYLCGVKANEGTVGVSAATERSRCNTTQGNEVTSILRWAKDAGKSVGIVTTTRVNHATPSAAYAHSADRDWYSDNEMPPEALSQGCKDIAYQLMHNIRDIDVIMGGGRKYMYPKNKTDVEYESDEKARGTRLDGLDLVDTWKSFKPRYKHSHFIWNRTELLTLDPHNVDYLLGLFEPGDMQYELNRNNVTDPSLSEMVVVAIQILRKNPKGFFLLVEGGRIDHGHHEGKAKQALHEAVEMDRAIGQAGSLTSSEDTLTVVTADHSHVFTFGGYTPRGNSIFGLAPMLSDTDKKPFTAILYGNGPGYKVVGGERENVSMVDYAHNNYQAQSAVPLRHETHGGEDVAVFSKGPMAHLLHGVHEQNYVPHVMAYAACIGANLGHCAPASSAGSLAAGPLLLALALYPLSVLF
* marks the source's active call; other numbers are inactive results; x = no result given.

SMILES	S1P3 agonist	HEK293 NFkB inh	Ec RNAP inh	M1 ag	S1P1 ag-PAM	Jurkat tox 60K	D1 allo mod	M1 antag	TNAP act DEA
Cc1ccc(C)c(NS(=O)(=O)c2ccc(OCC(=O)NCc3ccco3)cc2)c1	-0.3	8	7	-0.87	4	-1	-1.5	-0.27	0.9
CCOc1ccccc1Nc1ncnc2ccccc12	-0.6	6	3	0.33	-25	-1	-1.1	-0.098	0.9
CCCCCCn1c(C(C)O)nc2ccccc21 (configuration not stated)	-4.3	x	x	-0.11	6	x	x	0.00048	0.9
CCCn1cc(C(CC(=O)O)C(=O)O)c2ccccc21 (configuration not stated)	-1.0	14	7	0.53	x	1	-0.6	-0.21	0.9
NC(=O)c1c(N)sc2c1CCCC2	0.6	5	7	0.022	-3	-4	x	-0.97	0.9
Cc1cccc(NC(=O)c2ccc(NS(=O)(=O)c3c(C)noc3C)cc2)c1	-0.6	7	6	-0.19	-2	-4	0.78	-0.044	0.9
Cn1c(SCC(N)=O)nnc1-c1ccccc1	-1.4	20	2	0.43	-9	-10	0.5	0.31	1
CCCc1[nH]nc2c1C(c1ccc(OC(=O)N3CCOCC3)cc1)C(C#N)=C(N)O2 (configuration not stated)	-1.4	14	-7	0.66	-24	4	0.24	-0.11	1
Cc1ccccc1-n1c(=O)cc(N2CC(C)OC(C)C2)[nH]c1=O (configuration not stated)	x	30	6	-0.33	x	x	-0.02	-0.5	0.9
O=C(NCCSc1ccccc1)c1ccco1	-0.7	-10	6	0.47	7	-2	-0.27	-1.3	0.9
CN(C)S(=O)(=O)N1CCN(c2ccc(Cl)cc2)CC1	-0.9	22	6	-0.26	10	0	-0.4	0.58	1
CC1CN(Cc2nc3c(c(=O)n(C)c(=O)n3C)n2Cc2ccccc2)CC(C)O1 (configuration not stated)	-0.2	10	4	-0.18	-7	0	-0.95	0.78	0.9
O=S(=O)(c1ccc(Br)cc1)N1CCn2c(nc3ccccc32)C1	-1.2	-5	-7	0.47	-6	3	0	0.017	0.9
CC(C)Nc1nc(NC(C)C)nc(N(C)C#N)n1	0.0	7	1	0.86	-10	-5	16*	-0.11	0.8
Cc1csc(NC(=O)CSc2nnc(-c3ccncc3)o2)n1	-1.5	1	6	-0.66	6	-6	-0.9	0.37	0.9
COc1ccc(N=c2oc3c(OC)cccc3cc2C(=O)NCc2ccco2)cc1OC	-1.3	18	1	15*	-6	3	-3.9*	0.31	0.9
O=c1cc(CO)oc(C(Nc2ccccn2)c2ccccc2F)c1O (configuration not stated)	-1.4	5	4	-0.14	-2	6	1.3	0.34	0.9
N#Cc1sc2nc3c(c(-c4cccnc4)c2c1N)CCC3	0.7	11	9	0.59	-72	2	5.2*	-0.017	0.9
CCOC(=O)c1c(C)oc2ccc(NS(=O)(=O)c3ccc4c5c(cccc35)C(=O)N4)cc12	-1.7	7	10	0.00064	x	4	x	0.52	0.9
O=C(Nc1nc2ccccc2n1CCN1CCCC1)C1CCCCC1	-0.9	-6	-4	0.75	0	-3	-1.2	0.2	1
Cc1cc(C)n(-c2nnc(C)n2/N=C/c2ccccc2F)n1	-4.1	x	7	0.069	-6	x	-1.1	-1.9	0.9
CCOc1ccc2[nH]c(=O)c(CN(CCO)C(=O)c3ccc(Br)cc3)cc2c1	-0.4	19	2	-0.27	-3	-4	0.51	-0.52	0.9
CCn1c(SCCC#N)nnc1-c1ccncc1	0.3	26	8	-0.46	-54	-1	0.37	-0.82	0.9
Cc1cccc(-c2c3c(=O)n(C)c(=O)n(C)c3cn2-c2ccccc2O)c1	0.4	-4	3	0.56	5	-6	5.8*	0.48	0.9
COC(=O)c1ccc(S(=O)(=O)NCCSc2nnc3c4ccccc4n(C)c3n2)cc1	-0.4	10	7	-0.87	-27	-2	0.85	0.83	0.9
CCOCCCNc1nc2ccccc2[nH]1	-0.6	8	6	-0.25	13	1	-1.5	0.64	0.9
CCOC(=O)c1c(N)sn(-c2ccccc2)c1=S	0.8	6	10	-0.078	26	-4	0.57	0.76	0.8
COc1ccc(OC)c(N=Cc2c(O)[nH]c3ccccc23)c1	-0.2	7	15	0.14	-27	-1	1.7	-0.55	0.9
Cc1c(F)cccc1NS(=O)(=O)c1ccccc1C#N	-0.5	6	-1	0	15	1	-0.29	-0.9	1
Cc1cc(C)n2nc(S(=O)(=O)NCCc3ccccc3)nc2n1	-0.8	0	8	0.91	-6	2	-0.26	0.12	1
O=C(CSc1nnc(CNC(=O)c2cccs2)o1)Nc1ccc2c(c1)OCO2	x	13	-1	0.16	x	x	0.24	0.23	0.9
CCCOc1ccc(/C(O)=C2/C(=O)C(=O)N(CCN(C)C)C2c2ccncc2)cc1 (configuration not stated)	-5.6	x	9	-1.7	5	x	-2.9	0.23	1
Cc1ccccc1N1CCN(c2ncnc3c2cnn3Cc2ccc(Cl)cc2)CC1	-1.2	22	-9	0.71	10	-5	-0.26	-0.12	1
O=C(COc1ncnc2ccccc12)N1CCOCC1	-0.6	23	7	-0.047	20	5	-0.07	0.4	0.9
O=C(O)c1ccc(S(=O)(=O)N2CCC(c3nc(-c4ccccc4Cl)no3)CC2)cc1	-0.7	4	-6	-0.14	13	6	0.24	-0.011	1
CCc1c(C(=O)NCc2ccccc2Cl)[nH]c(C)c1C(C)=O	-0.6	13	-1	-1.6	-14	4	x	-0.76	1
Cn1c(NC(=O)c2ccco2)cc(=O)n(C)c1=O	-0.3	11	1	0.43	-8	-2	0.16	-0.93	1
COc1ccc(S(=O)(=O)Nc2ccc(NC(C)=O)cc2)cc1OC	-0.8	7	8	-0.084	x	-3	0.4	0.3	0.9
CCOc1cc(C(=O)Nc2ccc(S(=O)(=O)N3CCOCC3)cc2)cc(OCC)c1OCC	-0.4	10	10	-0.69	2	4	0.53	-0.11	0.9
CSC1=N/C(=C\c2ccc(C)o2)C(=O)S1	-1.4	-10	7	-0.27	-10	4	-0.25	0.27	0.9

A different layout for part of the listing above.
Molecule | S1P3 agonist | HEK293 NFkB inh | Ec RNAP inh | M1 ag | S1P1 ag-PAM | Jurkat tox 60K | D1 allo mod | M1 antag | TNAP act DEA
CCn1c(SCCC#N)nnc1-c1ccncc1 | 0.3 | 26 | 8 | -0.46 | -54 | -1 | 0.37 | -0.82 | 0.9
Cc1cccc(-c2c3c(=O)n(C)c(=O)n(C)c3cn2-c2ccccc2O)c1 | 0.4 | -4 | 3 | 0.56 | 5 | -6 | 5.8* | 0.48 | 0.9
COC(=O)c1ccc(S(=O)(=O)NCCSc2nnc3c4ccccc4n(C)c3n2)cc1 | -0.4 | 10 | 7 | -0.87 | -27 | -2 | 0.85 | 0.83 | 0.9
CCOCCCNc1nc2ccccc2[nH]1 | -0.6 | 8 | 6 | -0.25 | 13 | 1 | -1.5 | 0.64 | 0.9
CCOC(=O)c1c(N)sn(-c2ccccc2)c1=S | 0.8 | 6 | 10 | -0.078 | 26 | -4 | 0.57 | 0.76 | 0.8
COc1ccc(OC)c(N=Cc2c(O)[nH]c3ccccc23)c1 | -0.2 | 7 | 15 | 0.14 | -27 | -1 | 1.7 | -0.55 | 0.9
Cc1c(F)cccc1NS(=O)(=O)c1ccccc1C#N | -0.5 | 6 | -1 | 0 | 15 | 1 | -0.29 | -0.9 | 1
Cc1cc(C)n2nc(S(=O)(=O)NCCc3ccccc3)nc2n1 | -0.8 | 0 | 8 | 0.91 | -6 | 2 | -0.26 | 0.12 | 1
O=C(CSc1nnc(CNC(=O)c2cccs2)o1)Nc1ccc2c(c1)OCO2 | x | 13 | -1 | 0.16 | x | x | 0.24 | 0.23 | 0.9
CCCOc1ccc(/C(O)=C2/C(=O)C(=O)N(CCN(C)C)C2c2ccncc2)cc1 (configuration not stated) | -5.6 | x | 9 | -1.7 | 5 | x | -2.9 | 0.23 | 1
Cc1ccccc1N1CCN(c2ncnc3c2cnn3Cc2ccc(Cl)cc2)CC1 | -1.2 | 22 | -9 | 0.71 | 10 | -5 | -0.26 | -0.12 | 1
O=C(COc1ncnc2ccccc12)N1CCOCC1 | -0.6 | 23 | 7 | -0.047 | 20 | 5 | -0.07 | 0.4 | 0.9
O=C(O)c1ccc(S(=O)(=O)N2CCC(c3nc(-c4ccccc4Cl)no3)CC2)cc1 | -0.7 | 4 | -6 | -0.14 | 13 | 6 | 0.24 | -0.011 | 1
CCc1c(C(=O)NCc2ccccc2Cl)[nH]c(C)c1C(C)=O | -0.6 | 13 | -1 | -1.6 | -14 | 4 | x | -0.76 | 1
Cn1c(NC(=O)c2ccco2)cc(=O)n(C)c1=O | -0.3 | 11 | 1 | 0.43 | -8 | -2 | 0.16 | -0.93 | 1
COc1ccc(S(=O)(=O)Nc2ccc(NC(C)=O)cc2)cc1OC | -0.8 | 7 | 8 | -0.084 | x | -3 | 0.4 | 0.3 | 0.9
CCOc1cc(C(=O)Nc2ccc(S(=O)(=O)N3CCOCC3)cc2)cc(OCC)c1OCC | -0.4 | 10 | 10 | -0.69 | 2 | 4 | 0.53 | -0.11 | 0.9
CSC1=N/C(=C\c2ccc(C)o2)C(=O)S1 | -1.4 | -10 | 7 | -0.27 | -10 | 4 | -0.25 | 0.27 | 0.9

The results go on.
SMILES	S1P3 agonist	HEK293 NFkB inh	Ec RNAP inh	M1 ag	S1P1 ag-PAM	Jurkat tox 60K	D1 allo mod	M1 antag	TNAP act DEA
Cn1nc(C(=O)Nc2c(-c3ccccc3)nc3sccn23)c2ccccc2c1=O	0.7	14	14	0.39	-7	-5	0.42	1.1	x
CC(=O)Nc1nc2ccccc2n1Cc1ccccc1C	0.1	0	-3	0.14	-44	10	0.043	0.0039	0.9
O=C(NC1CCCCC1)C(c1ccccc1)N1CCC2(CC1)OCCO2 (configuration not stated)	x	18	-7	-2.7	x	x	0.27	-0.72	1
CCOC(=O)CN(C)Cc1c[nH]c2ccccc12	-1.1	16	8	-0.13	x	0	-0.54	-0.5	0.9
COc1ccc(NC(=O)c2ccc3c(c2)n(C)c(=O)n3C)cc1	9.2	6	4	-0.22	-12	2	-1.2	-0.32	0.9
COc1ccc(C2N(c3ccc(Cl)cc3)C(=O)C3CCCN32)cc1 (configuration not stated)	-1.5	20	3	0.014	12	3	-0.69	0.24	1
O=C(O)c1cc(Nc2nc(N3CCOCC3)nc(N3CCOCC3)n2)ccc1Cl	-0.4	3	3	0.27	-22	-10	-0.071	0.61	0.9
COc1ccc(Oc2c(C)oc3cc(OC(=O)N4CCOCC4)ccc3c2=O)cc1	-0.4	8	3	-1.3	-21	-1	-0.68	-0.21	0.9
Cc1cc(C)cc(OCC(=O)NCCN2CCOCC2)c1	-1.4	15	-7	-1.1	4	8	-0.45	0.018	1
O=C1CN(c2ccc(Br)cc2)C(=O)N1CC(=O)N1CCCc2ccccc21	-0.2	9	2	-0.45	2	5	-0.29	0.76	1
COc1cc(NS(=O)(=O)c2ccc(C)cc2)ccc1-n1cnnn1	-1.1	11	-4	-1.5	-7	2	x	-0.092	0.9
Cc1ccc(S(=O)(=O)N2CCCC(C(=O)NCc3ccccn3)C2)cc1 (configuration not stated)	1.6	22	8	1.1	-28	5	0.13	0.31	0.9
CC(C)Cc1cc(C(=O)N2CCN(c3ccc(F)cc3)CC2)no1	-0.3	19	5	-1.9	7	4	2.1	-1.1	0.9
N#C/C=C\Oc1ccc(Cl)cc1N	x	9	-8	0.00046	x	x	-2	0.2	1
CC(=O)Nc1ccc(NC(=O)c2oc3cc(C)c(C)cc3c2C)cc1	-0.9	9	6	0.037	11	10	-1.7	-0.12	0.9

Not a hit list; about 12% have a hit in one of these screens.
